Screens (PubChem)
sPLA2-III inh – Inhibits HGIII-sPLA2 liposome hydrolysis, primary screen. Q9NZ20. QFRET BODIPY PC-A2 liposome hydrolysis, fluorescence. inhibition, % at 12.2 µM. 370,000 tested, 0.56% active;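 active = inhibition above mean plus 3 SD of compounds lying within the high and low control bounds, cut at about 19% in these data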;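 note: 0% = median of test compound wells and 100% = no enzyme DMSO wells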
Target sequence (Q9NZ20 whole entry, looked up): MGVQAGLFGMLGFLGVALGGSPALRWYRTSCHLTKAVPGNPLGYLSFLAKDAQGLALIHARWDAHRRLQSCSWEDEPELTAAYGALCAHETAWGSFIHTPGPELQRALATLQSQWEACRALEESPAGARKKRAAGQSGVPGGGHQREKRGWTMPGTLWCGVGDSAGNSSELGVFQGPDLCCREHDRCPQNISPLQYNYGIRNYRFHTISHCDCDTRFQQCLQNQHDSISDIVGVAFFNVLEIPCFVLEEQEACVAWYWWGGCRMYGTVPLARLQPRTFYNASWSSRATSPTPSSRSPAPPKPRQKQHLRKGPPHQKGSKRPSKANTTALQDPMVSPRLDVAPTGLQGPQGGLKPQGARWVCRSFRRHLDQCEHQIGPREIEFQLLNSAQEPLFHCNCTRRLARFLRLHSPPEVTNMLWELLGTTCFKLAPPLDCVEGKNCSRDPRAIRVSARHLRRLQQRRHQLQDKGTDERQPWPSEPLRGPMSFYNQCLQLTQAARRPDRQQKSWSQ
PLCb3 inh – blocks human PLC-beta3 enzyme activity; inhibition, % at 12.2 µM; Q01970; AID 720704; Purified PLC-beta3, fluorogenic substrate, fluorescence; 370,000 tested, 0.18% active; in the data active = inhibition above about 11%;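 note: 0% = median of compound wells on plate and 100% = full blocker control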
ADAM10 inh – inhibitors of human ADAM10 | O14672 | recombinant ADAM10, EDANS/DABCYL FRET peptide cleavage, 3 h | inhibition, % at 7 µM | 370,000 tested, 0.62% active | AID 720582;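 active = inhibition above a per-campaign cutoff equal to the mean of compounds falling between control-based bounds plus 3 SD, cut at about 20% in these data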;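 note: 0% = DMSO wells while the 100% control is not disclosed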
Target sequence (O14672 214-748 limits assumed): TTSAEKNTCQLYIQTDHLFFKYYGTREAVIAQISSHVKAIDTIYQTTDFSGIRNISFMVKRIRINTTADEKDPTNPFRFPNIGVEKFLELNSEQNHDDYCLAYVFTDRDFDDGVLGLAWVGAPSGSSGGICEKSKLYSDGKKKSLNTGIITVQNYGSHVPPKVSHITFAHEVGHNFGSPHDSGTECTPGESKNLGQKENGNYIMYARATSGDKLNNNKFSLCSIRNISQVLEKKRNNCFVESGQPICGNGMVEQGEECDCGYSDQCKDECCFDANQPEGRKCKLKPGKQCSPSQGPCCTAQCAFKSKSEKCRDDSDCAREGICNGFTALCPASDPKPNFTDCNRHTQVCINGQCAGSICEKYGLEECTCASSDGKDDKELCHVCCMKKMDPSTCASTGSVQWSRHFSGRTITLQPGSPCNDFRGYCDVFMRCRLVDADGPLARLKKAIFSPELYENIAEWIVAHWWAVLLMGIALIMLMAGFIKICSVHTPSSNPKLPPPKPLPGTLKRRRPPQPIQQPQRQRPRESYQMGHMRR
GAA850 FXN act – frataxin GAA850 promoter activation. HEK293 lucGAA850 FXN promoter luciferase reporter, 24 h; percent of 10 µM SAHA response. activation, % at 6 µM. 360,000 tested, 0.56% active. AID 540364;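 active = activation above the average of all compounds screened plus 3 SD, cutoff fixed separately per campaign, cut at about 7.5% in these data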;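 note: 0% = DMSO wells and 100% = 10 µM SAHA wells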
hgDAF12 agonist – hgDAF-12 agonism, primary luciferase screen; HEK293 GAL4-hgDAF12 UAS-luciferase reporter, agonist luminescence; normalized to butyrate control; activation, % at 6.8 µM; 370,000 tested, 1.8% active;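 active = activation above a cutoff set at the mean of all screened compounds plus 3 SD, cut at about 10% in these data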;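 note: 0% = DMSO wells and 100% = sodium butyrate wells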
PLC-gamma1 inh – blocks human PLC-gamma1 enzyme activity | P19174 | purified PLC-gamma1, fluorogenic substrate, fluorescence | inhibition, % at 12.2 µM | 370,000 tested, 0.84% active; in the data active = inhibition above about 9.5%
ssDAF12 agonist – activates DAF-12 receptor from parasite S. stercoralis; HEK293 ssDAF-12/GRIP1 lit1-tk-luc reporter, luminescence; % of 3 µM dafachronic acid response; activation, % at 6.8 µM; 370,000 tested, 1% active; AID 652126;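 active = activation above the mean over all tested compounds plus 3 SD, cut at about 0.9% in these data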;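 note: 0% = DMSO-only wells and 100% = 3 µM delta7-dafachronic acid wells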
ADAM17 inh – inhibitors of human ADAM17; P78536; recombinant ADAM17, EDANS/DABCYL FRET peptide cleavage; inhibition, % at 6.95 µM; 370,000 tested, 0.83% active; AID 720648;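 active = inhibition above the mean of compounds lying between control limits plus 3 SD, set per campaign, cut at about 8.5% in these data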;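 note: 0% = DMSO-only wells as the low control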
DAX1 inh-1 – blocks DAX1 repression of SF-1 activated StAR promoter | HEK293T StAR-luciferase reporter, SF-1/DAX-1 repression relief | inhibition, % at 6.8 µM | 370,000 tested, 1.1% active | AID 652010;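 active = inhibition above the mean over all tested compounds plus 3 SD, cut at about 3.6% in these data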;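 note: 0% = DAX-1 cells with DMSO and 100% = cells lacking DAX-1 with DMSO; higher inhibition means more luminescence from relief of DAX-1 repression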
DAX1 inh-2 – inhibitors of human orphan nuclear receptor DAX1 (NR0B1). P51843. HEK293 Gal4-DAX1 luciferase reporter, luminescence. inhibition, % at 6.75 µM. 340,000 tested, 0.99% active. AID 504766;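 active = inhibition above the mean over all tested compounds plus 3 SD, cut at about 4.2% in these data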;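 note: 0% = DAX1-transfected cells with DMSO and 100% = empty-vector control cells with DMSO; inhibition shows as a rise in luminescence from relieved DAX1 repression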
hcDAF12 agonist – activators of H. contortus DAF-12 nuclear receptor; HEK293 hcDAF-12 lit1-tk-luc reporter, luminescence; 0% DMSO, 100% Δ7-dafachronic acid; activation, % at 6.8 µM; 370,000 tested, 1.4% active;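 active = activation above the mean of all tested compounds plus 3 SD, cut at about 5.5% in these data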;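 note: 100% = response to 3 µM Δ7-dafachronic acid high control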
Numbers without * were called inactive; i = inactive; . = not tested or not shown.

SMILES | sPLA2-III inh | PLCb3 inh | ADAM10 inh | GAA850 FXN act | hgDAF12 agonist | PLC-gamma1 inh | ssDAF12 agonist | ADAM17 inh | DAX1 inh-1 | DAX1 inh-2 | hcDAF12 agonist
Cc1ccc(C2=CSC3=NCCN23)c(C)c1 | -17 | 4 | -5 | -0.2 | 0.4 | 2 | -1.3 | 1 | 0.5 | 0.6 | -1.0
O=C(CNC(=O)c1ccccc1)OCc1nnc(-c2ccc(Cl)cc2)o1 | 1 | -2 | 4 | -0.2 | 5.0 | -4 | -0.6 | 2 | 0.8 | 0.4 | -1.1
COc1ccc(CCN2CC(C(=O)NCc3nc4ccccc4n3C)CCC2=O)cc1 (centres undefined) | 2 | -10 | -15 | 2.4 | -1.7 | 0 | 0.7 | 0 | -0.5 | -0.3 | -0.3
O=C1CC(c2ccccc2)CC(O)=C1C=NCC1CCCO1 (centres undefined) | 1 | 3 | 0 | 5.7 | -0.8 | 0 | -0.8 | -2 | 0.3 | 0.2 | -0.6
CCOC(=O)[C@H]1[C@H]2COc3ccc(C)cc3[C@@H]2N2C(=O)c3ccccc3NC(=O)[C@@]12C | -9 | 0 | -1 | -4.5 | 0.3 | 0 | -1.2 | 0 | -0.4 | -0.2 | -0.6
Cc1ccc(C(=O)NC(C)c2ccncc2)o1 (centres undefined) | -4 | -6 | -9 | -0.1 | 1.5 | -3 | -1.1 | -1 | -0.4 | 2.4 | -0.3
CC(C)(C)OC(=O)N1CCc2onc(-c3ccccc3[N+](=O)[O-])c2C1=O | 2 | 2 | 0 | . | -1.3 | 2 | -1.2 | -3 | -0.1 | . | -1.7
CC(C)Oc1ccc(F)cc1-c1cc(C(=O)NCc2cccs2)[nH]n1 | -7 | 6 | 1 | 4.2 | -1.9 | -1 | -1.2 | 1 | -1.0 | . | -4.2
CSc1ccc(CNCc2ccco2)cc1 | 5 | -11 | 4 | -0.6 | -1.1 | 1 | -1.2 | 1 | 0.1 | -0.4 | 0.4
O=C(O)c1cccc(S(=O)(=O)NCC2CCCO2)c1 (centres undefined) | 1 | -3 | -1 | 1.1 | 2.9 | 0 | -0.7 | -3 | 0.0 | -0.3 | 0.9
COc1ccc(C(=O)COC(=O)c2c(C)noc2C)cc1Cl | -4 | 4 | 4 | -1.4 | 0.0 | 0 | -1.1 | 2 | 1.1 | 0.8 | 2.2
Cc1cccc(COC[C@H](Cc2ccccc2)N2CCN(C(=O)c3cccc(Cl)c3)CCC2=O)c1 | -12 | 2 | 5 | . | -0.9 | 0 | -1.6 | 3 | -1.9 | . | 0.6
CC1(C(=O)NS(C)(=O)=O)CCN1C(=O)CC(c1ccccc1)c1ccccc1 (centres undefined) | 3 | 1 | -6 | 0.5 | 1.5 | 0 | -1.2 | 1 | -0.9 | . | -0.5
Cc1nnsc1C(=O)Nc1ccc(Cl)cc1Cl | -4 | 2 | 8 | -0.6 | -2.0 | -3 | -0.9 | -2 | -0.3 | -0.4 | -2.0
O=[N+]([O-])c1cccnc1Sc1ccc(Cl)cc1 | 6 | -6 | -6 | 1.5 | -2.8 | -1 | -1.0 | -3 | -0.3 | 2.9 | -2.7
CCCCN1C(=O)C(CC(=O)NC2CCCC2)CC(C(=O)N2CCCCCC2)=C1C (centres undefined) | 2 | 0 | -6 | . | 0.0 | 3 | -0.8 | -5 | 1.0 | . | 1.0
O=C(O)COc1ccccc1/C=C1\SC(=S)N(/N=C/c2ccccc2O)C1=O | 18 | -16 | -5 | -2.0 | 0.2 | -13 | -0.9 | -2 | 0.3 | -0.6 | 0.4
COc1cc(NC(=O)Cn2c(=O)n(-c3cccc(C)c3)c(=O)c3c(C)c(C)sc32)cc(OC)c1 | 0 | -2 | 5 | 3.6 | 0.1 | 5 | -0.2 | 4 | -0.4 | 1.1 | 0.8
CCCC(c1nnnn1C(C)(C)C)N1CCN(Cc2ccccc2)CC1 (centres undefined) | -2 | 1 | 0 | -1.3 | 0.4 | 7 | -1.1 | 1 | 0.2 | 1.0 | -0.1
Fc1ccccc1NC(=S)NC1CCCC1 | 5 | -2 | -6 | 3.1 | 0.0 | -1 | -0.8 | -1 | -0.6 | -1.6 | 0.8

5 of these compounds, set out differently.
SMILES,sPLA2-III inh,PLCb3 inh,ADAM10 inh,GAA850 FXN act,hgDAF12 agonist,PLC-gamma1 inh,ssDAF12 agonist,ADAM17 inh,DAX1 inh-1,DAX1 inh-2,hcDAF12 agonist
Cc1ccc(C(=O)NC(C)c2ccncc2)o1 (centres undefined),-4,-6,-9,-0.1,1.5,-3,-1.1,-1,-0.4,2.4,-0.3
O=C(CNC(=O)c1ccccc1)OCc1nnc(-c2ccc(Cl)cc2)o1,1,-2,4,-0.2,5.0,-4,-0.6,2,0.8,0.4,-1.1
CC1(C(=O)NS(C)(=O)=O)CCN1C(=O)CC(c1ccccc1)c1ccccc1 (centres undefined),3,1,-6,0.5,1.5,0,-1.2,1,-0.9,.,-0.5
O=C1CC(c2ccccc2)CC(O)=C1C=NCC1CCCO1 (centres undefined),1,3,0,5.7,-0.8,0,-0.8,-2,0.3,0.2,-0.6
Fc1ccccc1NC(=S)NC1CCCC1,5,-2,-6,3.1,0.0,-1,-0.8,-1,-0.6,-1.6,0.8

More entries.
SMILES | sPLA2-III inh | PLCb3 inh | ADAM10 inh | GAA850 FXN act | hgDAF12 agonist | PLC-gamma1 inh | ssDAF12 agonist | ADAM17 inh | DAX1 inh-1 | DAX1 inh-2 | hcDAF12 agonist
CCCCN(C(=O)CCC(=O)Nc1cc(C)on1)C(C(=O)NC1CCCC1)c1ccc(OCC)cc1 (centres undefined) | 1 | 10 | 1 | -1.5 | -2.8 | 6 | -0.5 | 2 | -0.1 | -1.6 | -3.2
CC(C)NC(=O)NC(=O)COC(=O)CCOc1ccccc1 | 2 | 4 | 4 | 0.0 | 1.6 | 7 | -1.5 | 1 | -0.3 | 1.6 | -0.9
O=C(CSc1nnnn1-c1ccc(O)cc1)c1cc2ccccc2o1 | -24 | -10 | 0 | -0.3 | -1.3 | -2 | -1.0 | -1 | 0.3 | -0.9 | 1.6
CC(C)CC1CCCCC1OC(=O)C[N+]1(C)CCCCC1 (centres undefined) | -2 | 4 | 5 | 1.4 | 0.7 | -1 | -0.8 | 0 | 0.5 | 3.5 | -0.8
O=P(Cc1cc(Br)cc(Br)c1OCCO)(c1ccccc1)c1ccccc1 | 0 | 0 | 7 | -1.6 | 1.4 | 3 | -1.4 | -1 | -0.3 | 1.2 | 0.8
Cc1nc2ccccc2c(=O)n1/N=C/c1cccs1 | 6 | 3 | 2 | 2.3 | 7.5 | 6 | -1.3 | 4 | 0.4 | -0.1 | 0.1
O=C(NCCOc1ccccc1)c1n[nH]c(=O)c2ccccc12 | -5 | -2 | 1 | -1.3 | 3.0 | 3 | -1.0 | -6 | 1.1 | 1.7 | -2.6
CC(=O)N1CCN(C(=O)c2ccc(-c3ccccc3Cl)o2)CC1 | 2 | -5 | 1 | 3.8 | 5.5 | -4 | -0.6 | -9 | 3.0 | 0.8 | 3.1
O=C(NCCc1ccc(Cl)cc1)c1ccc2ccccc2n1 | -7 | -13 | -4 | 4.0 | 4.7 | -3 | -1.3 | -5 | 0.4 | 0.2 | 6.0*
COc1ccc(NC(=O)c2c(C(F)(F)F)nn(C)c2SCc2ccccc2Cl)cc1 | -7 | 1 | 0 | -0.8 | 0.1 | 0 | -0.4 | 3 | -0.2 | -0.1 | 1.2
COCCN(CCOC)C(=O)CSc1ccc(S(=O)(=O)N2CCN(C)CC2)cn1 | 9 | -8 | -22 | 1.6 | -0.6 | 1 | -0.7 | 0 | 1.9 | -0.2 | -0.1
Cc1cccc(S(=O)(=O)NC(=O)C2(C)CCN2C(=O)Cc2ccccc2)c1 (centres undefined) | 9 | 1 | -9 | 0.0 | 3.1 | 3 | -1.3 | -3 | -0.7 | . | 0.6
COc1cccc(CN(C)C(c2ccccc2)c2ccccc2)c1OC | -4 | -3 | 4 | 0.3 | -1.2 | -1 | -1.3 | 2 | -0.2 | -1.5 | -1.7
c1ccc(-c2nnc(CSc3nnc(-c4ccncc4)n3Cc3ccco3)o2)cc1 | 2 | 6 | -1 | -1.6 | -0.6 | 6 | -1.4 | 0 | -1.4 | -0.8 | -1.1
Cn1c(CNC(=O)c2ccccc2F)nnc1SCC(=O)NCc1ccccc1 | 4 | 4 | 3 | 0.7 | 1.1 | 0 | -1.2 | -1 | 0.2 | 0.1 | 0.4
COc1ccc(NC(=O)C2(C)Cc3c(-c4ccccc4)ccnc3O2)cn1 (centres undefined) | 10 | -2 | -8 | -3.5 | 0.5 | 1 | -1.5 | -5 | -0.1 | . | -0.6
O=C(Cn1ncc2c3ccccc3n(Cc3cccc(Cl)c3)c2c1=O)NCc1ccccn1 | 1 | -20 | -8 | 1.1 | -0.3 | -5 | -1.0 | -2 | -0.2 | -0.6 | 0.3
COc1ccc2cc(CCNC(=O)c3ccc(S(=O)(=O)N4CCOCC4)cc3)c(=O)[nH]c2c1 | -7 | -5 | -4 | 1.0 | 1.2 | 1 | -1.3 | -3 | -1.6 | 0.3 | -1.6
Cc1cccc(N2CCN(C(=O)c3c(Cl)cnn3C)CC2)c1C | -8 | -4 | -18 | -2.3 | -1.6 | -2 | -1.6 | 0 | -2.5 | -0.5 | -3.2
CC(C)Nc1nc(-c2ccccc2CO)c2sccc2n1 | -4 | -479 | i | 0.1 | -1.7 | -361 | -1.4 | -444 | 0.4 | . | -2.6
COc1ccc(C(=O)NCCCNC(=O)c2ccco2)cc1OC | 0 | -4 | 17 | 1.8 | 0.2 | 7 | -0.7 | -1 | 0.2 | -0.6 | 0.4
O=C(CCC(=O)N1CCSc2ccccc21)NCc1cccc(Br)c1 | 1 | 2 | -4 | -0.7 | -0.7 | 0 | -2.0 | 0 | -0.6 | -1.5 | -1.8
O=C(CSc1nnnn1C1CC2CCC1C2)Nc1ccnc2ccccc12 (centres undefined) | -31 | 1 | 1 | -6.9 | -9.4 | 2 | -2.3 | -1 | -3.5 | -3.9 | -4.5
O=C(N=Nc1c(O)n(Cc2ccccc2)c2ccccc12)c1cc2ccccc2cc1O | -7 | 0 | 2 | 5.5 | 1.5 | -2 | -0.8 | 0 | 0.2 | 0.2 | 1.5
CCN(CC)CCN(Cc1cc2cc(C)ccc2[nH]c1=O)C(=S)NCc1ccco1 | -2 | -10 | -41 | -0.3 | 0.7 | -7 | -1.9 | -9 | -0.4 | -0.2 | -1.4
CC(=O)Nc1ccc(CN2CCN(CCc3ccccc3)C(CCO)C2)cc1 (centres undefined) | 0 | 1 | 2 | 0.6 | -0.8 | 0 | -0.3 | -2 | 0.6 | -0.6 | 0.9
